Bioassay records deposited in PubChem by National Center for Advancing Translational Sciences (NCATS).
FUS suppressor – rescues growth of FUS-expressing yeast. AID 1347120. Potency, µM (doses to about 76.6 µM), without a hit: at the top dose growth rescue (activation), most hits filed as activators. 0.24% of 390,000 active. S. cerevisiae FUS-expressing, growth rescue, OD600, 24 h;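 note: potency is the fitted concentration of half-maximal effect; plate controls were DMSO vehicle for no effect and reference control for full effect; nearly all actives have a fitted effect of over 55% in size; some results filed as inactive show a strong effect at the top dose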
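Toxicity suppression screen in FUS-yeast. Cells induced with 2% galactose, starting OD 0.005, treated 24hr at 30C with compounds at multiple final concentrations; growth by OD600.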
EPAC1 antag – blocks human EPAC1 exchange factor. 0.14% of 360,000 active. O95398. Potency, µM (highest dose often 115 µM), for the others: top-dose activity change, negative = inhibition, actives largely listed as inhibitors. EPAC1 GEF assay, Rap1b-BODIPY-GDP exchange fluorescence;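 note: potency is the fitted concentration of half-maximal effect; plate controls were vehicle for no effect and positive control for full effect; nearly all actives have a fitted effect of over 50% in size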
PI5P4K alpha inh – inhibitors of human PI5P4K alpha | P48426 | AID 652105 | PI5P4Kalpha enzyme, ADP-Glo luminescence, 60 min; hits give low values | 1.2% of 330,000 active | max response, %; active = max response of -50% or lower; inconclusive = between -30% and -50%; inactive = -30% or higher; note: value at the top dose of about 77 µM; % is set by controls: 0 for no effect and ±100 for the full control effect
Target sequence (P48426 whole entry, looked up): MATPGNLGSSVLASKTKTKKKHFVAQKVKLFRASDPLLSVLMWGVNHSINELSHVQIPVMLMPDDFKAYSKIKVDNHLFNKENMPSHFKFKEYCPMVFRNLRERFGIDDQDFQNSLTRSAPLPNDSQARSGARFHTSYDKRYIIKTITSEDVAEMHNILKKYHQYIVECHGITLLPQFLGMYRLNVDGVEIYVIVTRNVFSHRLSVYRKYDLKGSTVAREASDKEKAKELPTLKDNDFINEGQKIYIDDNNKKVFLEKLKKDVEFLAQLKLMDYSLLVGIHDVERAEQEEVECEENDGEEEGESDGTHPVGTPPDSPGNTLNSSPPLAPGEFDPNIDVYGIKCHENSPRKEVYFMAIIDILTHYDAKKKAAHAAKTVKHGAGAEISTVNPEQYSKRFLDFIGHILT
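Compounds were pin-transferred onto PI5P4Kalpha and substrate in HEPES pH 7.4 buffer with EGTA, CHAPS and 5% DMSO. ATP (5 microM final) started the reaction, which ran 60 minutes at room temperature before ADP-Glo detection.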
IL-2 act – activates IL-2 in a cell-based reporter assay; activation, % (series mostly up to about 46 µM); IL-2 activation reporter assay, cell-based qHTS; stimulated with anti-CD3/CD4/CD28 beads; in transgenic mouse T cells; 0.065% of 360,000 active; in the data active = activation above about 50%; inconclusive = mostly about 30% to 49%; note: 0% is about no effect
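Unstimulated transgenic mouse T cells; 60-min compound exposure; bead-based TCR/CD4/CD28 stimulation; 18 h culture, 37 degrees C; dual fluorescence (EGFP, DsRed) plate cytometry.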
EPAC1 ag – EPAC1 (human) agonism; O95398; EPAC1 agonist qHTS, biochemical assay; response scale: 100% = response to 6.5 mM cAMP; Potency, µM (top dose mostly 154 µM), inactives show at the top dose activation, actives largely listed as activators; 0.073% of 360,000 active; note: potency is the fitted concentration of half-maximal effect; nearly all actives have a fitted effect of over 60% in size
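Nucleotide exchange assay: 100 nM EPAC1 with 250 nM Rap1B loaded with BODIPY-GDP and 50 uM GDP, room temperature. Fluorescence (480/540 nm) read every 5 min for 30 min; signal change normalized to 6.5 mM cAMP as full agonist.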
WRN inhibitor – WRN helicase (human) inhibition. 0.46% of 360,000 active. Q14191. Potency, µM (highest dose often 114 µM), for the others: top-dose activity change, negative = inhibition, hits mostly inhibitors. AID 651768. WRN helicase unwinding, fluorescent forked duplex, kinetic; note: potency is the fitted concentration of half-maximal effect; % is set by controls: 0 for no effect and ±100 for the full control effect; nearly all actives have a fitted effect of over 55% in size
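WRN at 20 nM final was preincubated with compound for 15 min at room temperature; reaction started with 100 nM forked duplex oligonucleotide carrying fluorophore and quencher plus 2 mM ATP (final). Unwinding followed kinetically by red fluorescence (ex 525/em 598 nm).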
Abeta yeast res – A-beta toxicity reversal in yeast; yeast expressing A-beta42, growth rescue, OD600, 48 h; response scale: 0% DMSO, 100% iron-clioquinol control; Potency, µM (top dose mostly 46.1 µM), for the others: top-dose growth rescue, actives largely listed as activators; 0.063% of 410,000 active; note: potency is the fitted concentration of half-maximal effect; nearly all actives have a fitted effect of over 55% in size
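Yeast growth medium received pinned compounds, then yeast cells expressing toxic A-beta were added; plates incubated at 30 C for 48 hr. Growth read as absorbance at 600 nm, normalized to DMSO and equimolar FeCl3 plus clioquinol controls.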
PLK1 PBD block – PLK1 (human) polo-box domain binding inhibition. AID 720504. 2.8% of 360,000 active. Plk1 PBD binding of FITC phosphopeptide, fluorescence polarization. Potency, µM, for inactives: max response, negative = inhibition, most hits filed as inhibitors. P53350; note: potency is the fitted concentration of half-maximal effect; series mostly up to about 57 µM; % is set by controls: 0 for no effect and ±100 for the full control effect; nearly all actives have a fitted effect of over 65% in size
Target sequence (P53350 whole entry, looked up, the tested form may be a part): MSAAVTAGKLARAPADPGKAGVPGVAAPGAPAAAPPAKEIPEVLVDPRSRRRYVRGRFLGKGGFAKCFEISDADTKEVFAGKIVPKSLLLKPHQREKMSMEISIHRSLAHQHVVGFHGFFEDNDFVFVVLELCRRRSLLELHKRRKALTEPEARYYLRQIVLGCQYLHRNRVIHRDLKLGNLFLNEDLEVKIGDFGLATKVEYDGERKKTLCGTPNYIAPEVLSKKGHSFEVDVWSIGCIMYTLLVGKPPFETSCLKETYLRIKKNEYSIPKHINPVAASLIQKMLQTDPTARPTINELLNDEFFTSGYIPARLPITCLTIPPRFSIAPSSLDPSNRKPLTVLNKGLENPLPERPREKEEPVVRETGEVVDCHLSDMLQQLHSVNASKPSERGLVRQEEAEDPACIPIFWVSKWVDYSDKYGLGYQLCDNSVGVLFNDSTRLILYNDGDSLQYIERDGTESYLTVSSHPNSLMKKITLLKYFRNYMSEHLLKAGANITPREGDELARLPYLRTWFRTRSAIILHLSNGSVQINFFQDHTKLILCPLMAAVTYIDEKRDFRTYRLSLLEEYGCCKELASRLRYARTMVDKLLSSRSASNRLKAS
Active calls of the source: *; i = inactive; ? = inconclusive; . = no result given; & = joins results of further samples; ! = repeats disagree; [ ] = another dose, or the depositor's remark. Unless noted, calls come from the whole dose curve; as a rule, active = well fitted curve in the direction sought with a large enough effect; inconclusive = small, poorly fitted or top-dose-only effect, or another doubt; inactive = no such curve, though single readings can be large; an effect the other way counts as inactive or inconclusive. This is a subset. The share of hits here may be higher or lower than overall.

SMILES | FUS suppressor | EPAC1 antag | PI5P4K alpha inh | IL-2 act | EPAC1 ag | WRN inhibitor | Abeta yeast res | PLK1 PBD block
O=C(c1cc(S(=O)(=O)N2CCC3(CC2)OCCO3)ccc1F)N1CCC2(CC1)OCCO2 | -30% | 0% | 4 | -2.0 | -3% | 1% | -1% | 0%
COc1cc(CNCCc2ccc3c(c2)OCO3)cc(OC)c1OC | 22% | ? | -8 | 7.3 | -5% | -18% | -6% | -1%
Cc1nn(Cc2ccc(Cl)cc2Cl)c(Cl)c1C(=O)Nc1ccc(OC(F)F)cc1 | 0% | 8% | 0 | -2.6 | -9% | 8% | 7% | -11%
COc1ccc(-n2c(/C=C3/C(=O)Nc4ccccc43)nc3ccccc3c2=O)cc1 | -4% | 5% | -2 | -5.5 | 9% | 4% | 9% | -8%
O=C1NC(=O)C(=Cc2cc3c(cc2[N+](=O)[O-])OCO3)C(=O)N1 | 0% | 3% | ? | -0.5 | -1% | 71µM* | -13% | 13µM*
CN(C)[C@@H]1C(=O)C(C(N)=O)=C(O)[C@@]2(O)C(=O)C3=C(O)c4c(O)cccc4[C@@](C)(O)C3[C@H](O)C12 (some centres not stated) | -16%&3% | ? | -88*! | -0.3&0.5 | 5%&-5% | 40µM*! | -6%&5% | 13µM*!
CC(C)(C)n1nnnc1C(c1cc2ccccc2o1)N1CCC2(CC1)C(=O)NCN2c1ccccc1 (configuration not stated) | ? | -20% | 4 | -0.5 | -6% | -5% | 5% | 1%
CC(=O)c1cn(CC(=O)NCCc2c[nH]c3ccccc23)c2ccccc12 | 10% | -2% | 2 | -0.4 | -12% | 9% | -7% | 4%
CCCCCSc1cc(OC)c(CCNC)cc1OC | -31% | -8% | 17 | -3.5 | 3% | -26% | -6%[9.22 µM] | -11%
COc1ccc(CCC(=O)N2CCC3(CC2)OCCO3)cc1 | 21% | 5% | . | -0.2 | 7% | 3% | -11% | -4%
NC(Cc1nc2ccccc2[nH]1)c1ccc(Cl)cc1 (configuration not stated) | 10% | -9% | -7 | -1.8 | 8% | 4% | 1% | -3%
C#C[C@]1(O)CCC2C3C(=O)C=C4C(Cl)=CCC[C@]4(C)C3CC[C@@]21C (some centres not stated) | 9% | -8% | -1 | 0.3 | -4% | -1% | -14% | -24%
C[n+]1ccc(-c2cc[n+](C)cc2)cc1 | -36% | -9% | 14 | 0.6 | -2% | -5% | 7% | -1%
COc1ccc(OC)c(N2C(=O)NC(=O)C(CCc3ccncc3)(CCc3ccncc3)C2=O)c1 | 8% | 9% | . | 0.2 | -2% | -5% | 13% | 0%
C=CCn1c(O)c(C(C)=NCc2ccco2)c(=O)[nH]c1=O | 9% | 9% | 1 | -1.8 | -1% | 0% | -13% | -2%
COc1ccc(-c2ccc3c(c2)CN(C(=O)CCc2ccccc2)Cc2cnnn2-3)cc1 | ? | 11% | 4 | -0.6 | -6% | -3% | -17% | -3%
Fc1ccc(C(OCCN2CCN(CCCc3ccccc3)CC2)c2ccc(F)cc2)cc1 | 20% | -23% | . | -0.8 | -12% | . | -23% | .
CN(C)C(=O)Oc1ccc(Br)c2ccccc12 | 3% | 13% | 10 | -2.5 | -5% | 4% | -1% | 0%
O=c1[nH]c(=O)n(-c2ccc(F)cc2)c(O)c1C=NCCN1CCCCC1 | 13% | -22% | 5 | -0.3 | -2% | -2% | 7% | 6%
COC(=O)C1=C(c2cc3ccccc3s2)C[C@@H]2CC[C@H]1N2C(=O)NCc1ccco1 | 15% | -12% | -2 | -0.5 | -8% | -5% | 4% | -10%
COC1C(O)C(C)OC(OC2CCC3(C)C(CCC4C3C(O)CC3(C)C(C5=CC(=O)OC5)CCC43O)C2)C1O (configuration not stated) | . | -4% | 2 | 0.5 | 6% | -7% | 5% | -3%
CCCCn1c(O)c(C(CC)=NCCN2CCCCC2)c(=O)[nH]c1=O | 25% | 9% | -17 | 0.4 | -1% | -3% | 17% | -16%
COC(=O)C1=C(c2ccc3ccccc3c2)C[C@@H]2CC[C@H]1N2C(=O)NC1CC1 | 5% | -6% | -2 | 0.7 | -6% | 2% | 7% | 3%
CCOC(=O)N1CCC(NC(=O)CCc2nc(C3=CCN(C)CC3)no2)CC1 | 0% | 12%&-6% | 5&1 | -2.2&0.1 | -4%&2% | -12%&9% | -1%&14% | -6%&-6%
CN1CCN(c2cc([N+](=O)[O-])ccc2Cl)CC1 | 16% | 2% | 3 | 0.9 | 8% | 2% | -4% | -10%
Nc1ncc([N+](=O)[O-])s1 | -34% | 16% | ? | 0.4 | -15% | 0% | -16% | ?
OCC#CC[N+]1(CC#Cc2ccccc2)CCCC1 | 11% | 7% | 2 | -3.9 | -4% | -13% | -5% | 0%
Cc1ccsc1C(=O)C1CCCN(Cc2cc(C(C)C)n[nH]2)C1 (configuration not stated) | -14% | -8% | -1 | -2.3 | -2% | -2% | 1% | ?
Cc1nc2ccccc2c(=O)n1-c1ccc(F)cc1 | -5% | -7% | . | -1.6 | 3% | -3% | 0% | -1%
Cc1[nH]nc2c1C1(CCC(c3ccccc3)CC1)C(C#N)=C(N)O2 (configuration not stated) | 19% | 2% | . | -1.3 | 7% | -3% | -6% | -6%
CCOP(=O)(Cc1cc(C(C)=O)c(C)o1)OCC | -3% | 1% | -4 | 3.0 | -7% | -3% | -13% | ?
O=C1NC(=O)N(c2ccccc2)C(=O)/C1=C\C=C\c1ccccc1 | 22% | -6% | ? | -3.9 | -1% | 32µM* | -9% | 1.2µM*
COc1ccc(SCC2CN(C)CCC2c2ccc(F)cc2)cc1 (configuration not stated) | 2% | 8% | 6 | -0.4 | 5% | -7% | -10% | -5%
CC(C)CNC(=O)c1c(N)n(Cc2ccco2)c2nc3ccccc3nc12 | ? | -5% | -9 | 1.5 | 9% | -10% | 3% | -26%
COc1ccc(OC)c(C2=NS(=O)(=O)N(C)C(C(=O)N3CCC4(CC3)OCCO4)=C2)c1 | -1% | -25% | -6 | -3.5 | -10% | 2% | 8% | 30µM*
CC(C)(C)P(=O)(NCc1ccccc1)c1ccccc1 (configuration not stated) | 24% | ? | 7 | 0.7 | -1% | -23% | -13% | -4%
CCN(CC)c1ccc(/C=C2\C(=O)NC(=S)N(C)C2=O)o1 | 7% | -1% | -3 | 5.3 | ? | -18% | 4% | 91%[activator]
CC(=O)O[C@@H]1CC[C@]2(C)C3CC[C@@]4(C)C(C[C@@H](O)[C@@H]4O)C3[C@@H](OC(C)=O)C[C@H]2C1 (some centres not stated) | 14% | 9% | 4 | 1.3 | -11% | 8% | -26% | 0%
COc1ccc(OC)c(NP(=O)(Oc2ccc(Cl)cc2)Oc2ccc(Cl)cc2)c1 | 5% | i | 4 | 1.0 | . | ? | 8% | 2%
COC(=O)C1=C(c2ccc3ccccc3c2)C[C@@H]2CC[C@H]1N2C(=O)N1CCC(C)CC1 | 44% | -9% | 1 | 0.0 | 0% | 1% | 4% | 3%

Profiles, quoted from the list. Order of values: FUS suppressor, EPAC1 antag, PI5P4K alpha inh, IL-2 act, EPAC1 ag, WRN inhibitor, Abeta yeast res, PLK1 PBD block
Listed for CCOP(=O)(Cc1cc(C(C)=O)c(C)o1)OCC : -3%, 1%, -4, 3.0, -7%, -3%, -13%, ?
Listed for COc1ccc(OC)c(C2=NS(=O)(=O)N(C)C(C(=O)N3CCC4(CC3)OCCO4)=C2)c1 : -1%, -25%, -6, -3.5, -10%, 2%, 8%, 30µM*

Going on with the list.
SMILES | FUS suppressor | EPAC1 antag | PI5P4K alpha inh | IL-2 act | EPAC1 ag | WRN inhibitor | Abeta yeast res | PLK1 PBD block
COC(=O)C1=C(c2cccc(OCc3ccccc3)c2)C[C@@H]2CC[C@H]1N2C(=O)NCc1ccc(Br)cc1 | ? | -22% | 4 | -0.5 | 4% | -10% | 14% | -4%
C[N+]12CCC(CC1)C(C(O)(c1cccc(Cl)c1)c1cccc(Cl)c1)C2 (configuration not stated) | 4% | 4% | -2 | 0.6 | 0% | 2% | 9% | -8%
Cc1cc(OC(C)C(=O)NCC(O)c2ccccc2)c2c3c(c(=O)oc2c1)CCCC3 (configuration not stated) | 31% | 9% | -3 | -0.5 | 2% | 9% | 4% | 3%
CN(C(=O)CNC(=O)OCc1ccccc1)c1ccc(Br)cc1C(=O)c1ccccc1Cl | . | -10% | 1 | -0.2 | 4% | -4% | 6% | 0%
O=c1[nH]c2ccccc2s1 | -37% | ? | 5 | -2.1 | 0% | -4% | 7% | -9%
CCN(CC)S(=O)(=O)c1ccc(NN=C(C#N)C#N)cc1 | ? | -13% | -58* | 0.4 | -10% | -23% | 5% | -4%
Fc1cccc(F)c1CN1CCN(c2ccc(Cl)cc2)CC1 | 11% | -8% | 25 | -3.2 | 16% | 0% | 9% | -1%
COC(=O)C(O)(c1c(C)[nH]n(-c2ccccc2)c1=O)C(F)(F)F (configuration not stated) | 3% | -8% | 1 | -0.8 | 5% | -18% | -18% | 24µM*
CC(C)(C)NC(=S)/N=C(\N)N[N+](=O)[O-] | -11% | 3% | 6 | -3.4 | -4% | -11% | 11% | 1%
CCOc1cc2c(cc1OCC)-n1cccc1C(c1ccc(F)cc1)NC2 (configuration not stated) | -15% | -22% | 1 | -1.2 | -2% | -4% | -6% | 0%
[O-]c1ccccc1-[n+]1c(-c2ccccc2)cc(-c2ccccc2)cc1-c1ccccc1 | -15% | -3% | -18 | -0.3 | 7% | -7% | -8% | -12%
COC(=O)C1=C(c2ccc(F)cc2OCc2ccccc2)C[C@@H]2CC[C@H]1N2C(=O)NCCCOC(C)C | ? | -10% | -2 | -0.6 | -5% | 6% | 1% | -23%
c1ccc(C(OCCN2CCN(c3ncccn3)CC2)c2ccccc2)cc1 | 11% | -21% | -3 | 0.0 | 7% | 0% | -2% | -18%
CCCCn1c(=O)c(C(=O)Nc2ccccn2)c(O)c2ccccc21 | -27% | 24% | -2 | 0.3 | -3% | -2% | 9% | 4%
CN1C(=O)C(=Cc2c(OCc3cnc(Cl)s3)ccc3ccccc23)C(=O)N(C)C1=O | 4% | -5% | -24 | -0.7 | 7% | -16% | -3% | 4.7µM*
CC(C)(C)c1cc(OC(=O)Cc2ccccc2)ccc1O | 6% | -16% | 8 | 3.0 | 16% | -3% | ? | -8%
